# RGS12 GoLoco inh: RGS12 GoLoco-Gai1 interaction inhibition. Potency, µM (doses to about 61.6 µM), inactives show at the top dose activity, negative = inhibition, most hits filed as inhibitors. Gai1:RGS12 GoLoco peptide FP, rhodamine, 10 min. 230,000 tested, 0.44% active. P63096; active means well fitted inhibition curve with a large enough effect, not every such curve was filed as active; inactive means no such curve, though single readings can be large or run the other way; further: on the % scale 0 is the no-effect control and ±100 the full control effect; nearly all actives have a fitted effect of over 30% in size; many of its hits are not listed in these tables
# Target sequence (P63096 whole entry, looked up): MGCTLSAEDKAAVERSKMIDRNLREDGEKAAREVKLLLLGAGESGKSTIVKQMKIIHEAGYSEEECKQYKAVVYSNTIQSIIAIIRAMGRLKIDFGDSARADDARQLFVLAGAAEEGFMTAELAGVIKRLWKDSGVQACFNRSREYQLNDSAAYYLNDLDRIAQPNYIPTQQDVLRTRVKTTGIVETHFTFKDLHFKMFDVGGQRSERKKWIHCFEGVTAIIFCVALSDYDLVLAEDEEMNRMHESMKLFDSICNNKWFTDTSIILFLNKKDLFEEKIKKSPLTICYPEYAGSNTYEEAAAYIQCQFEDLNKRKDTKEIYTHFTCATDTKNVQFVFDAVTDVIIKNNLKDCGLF
# GAA spleen mod: inhibits or activates alpha-glucosidase in human spleen homogenate; P10253; human spleen homogenate, 4-MU-alpha-glucoside fluorescence; Potency, µM (titrated, usually from 79.9 µM), for inactives: top-dose activity change, negative = inhibition, most hits filed as inhibitors; 240,000 tested, 0.006% active; AID 2112;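 further: 0% = enzyme with vehicle and -100% = no enzyme basal signal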
#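 AC50 values come from Hill-equation fits of concentration-response data, normalized to no-enzyme and full-activity controls. Enzyme source: 1 ug human spleen homogenate; 1 mM fluorogenic 4-MU glucoside, pH 5.0 citrate buffer, 37 C, 40 min.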
# GAA inh: blocks human lysosomal alpha-glucosidase | P10253 | purified human GAA, 4-MU-alpha-glucoside fluorescence | Potency, µM (top dose mostly 76.9 µM), for inactives: at the highest dose activity change, negative = inhibition, most hits filed as inhibitors | 200,000 tested, 0.005% active | AID 1466;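 further: plate controls were uninhibited enzyme wells for no effect and no-enzyme background for full effect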
#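 Human enzyme at 4 nM with 400 uM 4-methylumbelliferyl-alpha-D-pyranoside, citrate/phosphate buffer pH 5.0, 0.005% Tween-20, 20 min at room temperature. Compounds up to 77 uM. 4-MU fluorescence (Ex 365/Em 440) read after NaOH/glycine stop; AC50 from Hill fit.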
# IMPase Li cell: membrane-permeable IMPase blocker, potentiated with lithium | CHO-M1 cells, IP1 TR-FRET (IP-One), carbachol + lithium | Potency, µM (doses to about 59.4 µM), inactives show at the highest dose activity, negative = IMPase inhibition, actives largely listed as inhibitors | 210,000 tested, 0.35% active;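 further: IP1 builds up when IMPase is blocked and the TR-FRET signal falls; plate controls were basal vehicle for no effect and high inhibitor control for full effect; nearly all actives have a fitted effect of over 50% in size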
#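 CHO cells stably expressing M1 receptor (2000/well, cultured 16–30 h) treated 30 min at 37C with compound plus low lithium. Cytosolic IP1 by TR-FRET (665/620 ratio and 620 channel) after 10 min lysis; AC50 by Hill fit.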
# HTT aggregate: inhibitors of mutant huntingtin aggregate formation in PC12 cells; PC12 HttQ103-GFP aggregates, Acumen cytometry, 40 h; 220,000 tested, 1.1% active; Potency, µM (series often up to 46.1 µM), for the others: top-dose activity change, negative = inhibition, usual class: inhibitors; further: on the % scale 0 is the no-effect control and ±100 the full control effect; nearly all actives have a fitted effect of over 60% in size
#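 Ecdysone-promoter PC12 model expressing HTT exon 1 Q103 fused to GFP, induced by tebufenozide at 100 nM final. Compounds titrated; aggregates sized 1–25 µm scored on a 488 nm laser cytometer.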
# HTT ATP protect: cytoprotection in Huntington HTT-Q103 PC12 cell model. PC12 HTT-Q103 induced, cytoprotection, ATP luminescence, 40 h. AID 1471. Potency, µM (highest dose often 56.4 µM), for the others: cytoprotection (ATP increase), hits mostly activators. 230,000 tested, 0.14% active;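 further: % of control where 0% means no effect; nearly all actives have a fitted effect of over 45% in size; toxic huntingtin expression switched on by the ecdysone agonist tebufenozide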
#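 Huntington model: PC12 line, ecdysone-inducible HTTQ103 exon1–GFP, tebufenozide 100 nM. Test articles in a dose series. Endpoint luminescence from cellular ATP.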
# GAA glycogen mod: inhibitors or activators of human alpha-glucosidase glycogen cleavage; P10253; recombinant GAA, glycogen substrate, Amplex Red glucose oxidase fluorescence; Potency, µM (highest dose often 76.4 µM), for the others: at the highest dose activity change, negative = inhibition, actives largely listed as inhibitors; 300,000 tested, 0.38% active; AID 2100;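 further: 0% = full enzyme reaction and -100% = no-enzyme basal signal; the screen sought inhibitors and activators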
#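 Recombinant human alpha-glucosidase (4 nM final) hydrolysed bovine liver glycogen (30 ug) for 40 min at 37 C in pH 5.0 citrate/phosphate with 0.01% Tween-20. Released glucose detected by glucose oxidase/Amplex Red, Ex 573/Em 610 nm. Compounds up to 77 uM; AC50 from Hill fits.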
# * marks the source's active call; other numbers are inactive results; ? = inconclusive; nt = no result given; [ ] = dose if it differs, or a comment. Unless noted, the call rests on the fitted dose curve; in most records, active means well fitted curve in the direction sought with a large enough effect; inconclusive means small, poorly fitted or top-dose-only effect, or another doubt; inactive means no such curve, though single readings can be large; an effect the other way counts as inactive or inconclusive. Potency means the concentration at half of the fitted maximal effect.
SMILES,RGS12 GoLoco inh,GAA spleen mod,GAA inh,IMPase Li cell,HTT aggregate,HTT ATP protect,GAA glycogen mod
O=C(COC(=O)/C=C/c1ccc(Cl)cc1)NCCN1C(=O)CSC1=O,-4%,-2%,7%,0%,0%,-37%[inhibitor],1%
COc1ccccc1N1CCN(C(c2ccc(Cl)cc2)c2nnnn2C(C)(C)C)CC1 (centres undefined),-2%,-1%,-24%,14%[38.3 µM],?,-27%,2%
Cc1c(C(=O)C(=O)N2c3ccccc3CC2C)c2ccccc2n1C (centres undefined),0%,nt,-6%,7%,-13%,-54%[inhibitor],1%
O=C(COC(=O)Cc1ccc(Cl)cc1)Nc1ccc(OC(F)F)cc1,-5%,4%,-12%,2%,-3%,5%[1.9 µM],-6%
COc1cccc(C2(O)CCN(C(=O)C(C)C)CC2)c1,-1%,-16%,nt,nt,-6%[9.22 µM],1%[10 µM],8%
CCOC(=O)N/N=C/C(Cl)=C/c1ccccc1,-2%,-3%,-1%,6%,-9%,-3%[10 µM],-11%
CN1C(=S)SC(/[N+]([O-])=C\c2ccc(Cl)cc2)C1(C)C (centres undefined),1%,-3%,-3%,15%[38.3 µM],7%,-8%,-18%
COCC(=O)NNC(=O)Cc1ccc(Cl)cc1,-1%,5%,?,2%,9%[9.22 µM],32%[10 µM],-8%
COc1cc(CNCCN2CCOCC2)ccc1OCc1ccc(Cl)cc1Cl,14%,2%,-8%,11%[38.3 µM],?,-71%[inhibitor],4%
CCOC(=O)c1ccc(CSc2nnc(C)n2N)o1,3%,-5%,-5%,16%[38.3 µM],4%,12%,-2%
Cc1cccc(CSc2ccc3nnc(-c4cccs4)n3n2)c1,9%,-1%,-1%,1%,-4%,-4%[10 µM],10%
Cc1cccc(C)c1-n1nnnc1C1(Nc2ccccc2)CCCCC1,-14%,-8%,-2%,35%[activator][38.3 µM],?,16%,0%
CC(C)(C)Cc1nnc(NS(=O)(=O)Cc2ccccc2)s1,6%,-21%,-12%,-16%[38.3 µM],10%,3%[10 µM],3%
COc1ccc(/C=C/C(=O)OCc2cc(=O)n3c(n2)sc2ccccc23)cc1,nt,0%,0%,nt,?,9%[10 µM],-6%
Cc1ccc(N2CN=c3s/c(=C\c4ccccn4)c(=O)n3C2)cc1,-4%,-4%,-2%,2%[38.3 µM],-7%,-14%[10 µM],5%
CC(C(=O)NCC1CCCO1)N1C(=O)C2C3CC(C(Br)C3Br)C2C1=O (centres undefined),8%,-4%,nt,nt,8%[9.22 µM],20%[10 µM],5%
O=C(NCc1cccnc1)c1ccc(COc2ccccc2Cl)cc1,3%,8%,-3%,10%,?,?,-12%
COc1nc(NCCO)nc(Nc2ccc([N+](=O)[O-])cc2)n1,-6%,-2%,4%,-5%,-5%,9%[10 µM],2%
c1ccc(-c2ccccc2OCCCN2CCCCCC2)cc1,-2%,2%,-7%,10%,-10%,nt,5%
Nc1nnc(SCC(=O)NC2CCCCC2)n1-c1ccccc1,12%,-7%,-3%,25%[38.3 µM],12%,-4%,-1%
CC(C)COC(=O)C(C#N)c1nc2ccccc2nc1N1CCN(Cc2ccccc2)CC1 (centres undefined),-7%,0%,0%,17%[38.3 µM],6%,10%[10 µM],1%
O=C(CNC(=O)COc1ccccc1)NCCc1ccccn1,-8%,-3%,-24%,0%,1%,-15%,-2%
O=C(CN1C(=O)c2cccc3cccc1c23)Nc1ccc(S(=O)(=O)N2CCOCC2)cc1,7%,-6%,-15%,-2%,-19%,14%[1.9 µM],-4%
CN(C)CCCN(C(=O)c1sc2ccccc2c1Cl)c1nc2ccc(F)cc2s1,-25%,-12%,-5%,?,-16%,nt,-2%
CN(C)S(=O)(=O)c1ccc(NC(=O)CSc2nnnn2C)cc1,-4%,2%,nt,nt,0%[9.22 µM],4%[10 µM],3%
Cn1cccc1Cc1nnc(SCC(N)=O)n1-c1ccc(F)cc1,-8%,-1%,5%,-2%,9%,-8%,5%
CSCCC(NS(=O)(=O)c1ccc(Cl)cc1)C(=O)OCC(=O)N1CCOCC1 (centres undefined),1%,-15%,6%,-13%[38.3 µM],1%,-7%,-10%
O=C(Nn1c(C2CCCCC2)nc2ccccc2c1=O)c1ccc(Cl)c([N+](=O)[O-])c1,6%,3%,-2%,25%,?,-18%[10 µM],3%
COc1cc(/C=C/C(=O)c2ccc(Cl)s2)cc(OC)c1O,51%[activator],-6%,-18%,27%[38.3 µM],8%[9.22 µM],22%,?
COc1ccccc1-c1nc(NCc2cccnc2)c2ccccc2n1,0%,-1%,nt,9%,nt,-34%[inhibitor],nt
C/C(=N\NC(=O)C1(C)CC1(Br)Br)c1cccc(NC(=O)C(C)(C)C)c1 (centres undefined),12%,-6%,-4%,4%,-23%,8%[0.074 µM],-2%
O=c1[nH]c2cc3c(cc2cc1C(c1nnnn1Cc1ccccc1)N1CCN2CCCC2C1)OCCO3 (centres undefined),68%[activator],5%,?,11%[38.3 µM],4%,15%,15%
COc1ccc(C=NCC2OCCc3ccccc32)cc1OC (centres undefined),-3%,1%,2%,2%,19%,-8%[10 µM],4%
NC(=O)C(=CNc1nc(-c2ccc(Cl)c(Cl)c2)cs1)C(N)=O,-6%,-3%,nt,nt,-1%[9.22 µM],-7%[10 µM],7.1µM*
Cc1cc2nc[nH]c2cc1[N+](=O)[O-],-5%,-11%,-9%,-4%,-8%,4%,7%
COc1cccc(NC(=S)N2CCc3cc(OC)c(OC)cc3C2COc2ccc3c(C)cc(=O)oc3c2)c1 (centres undefined),33%[activator],-7%,-1%,-8%,6%,-4%[10 µM],-5%
O=C(/C=C/c1ccccc1)N1CCN(c2ccc([N+](=O)[O-])c(N3CCOCC3)c2)CC1,-12%,-10%,-4%,9%[38.3 µM],-14%,-14%,3%
Cc1ccc(C(=O)N2CCN(S(=O)(=O)N3CCOCC3)CC2)cc1,0%,-4%,5%,8%,-13%[9.22 µM],-8%[10 µM],-10%
O=C(O)c1cccc(NS(=O)(=O)/C=C/c2ccccc2)c1,6%,7%,-6%,22%[38.3 µM],8%[9.22 µM],-2%,-17%
C/C=C(\C)C(=O)NCCN1C2=NC[C@@H](C)N2C[C@H]1Cc1ccc(O)cc1,3%,6%,nt,11%,28%[9.22 µM],19%[10 µM],5%
Cc1nc(NC(=O)COc2ccccc2)sc1C(=O)Nc1cccc(Cl)c1,5%,-4%,-5%,5%[38.3 µM],16%,-34%,1%
COc1ccc(-c2nnc(SCC(=O)Nc3sc4c(c3C#N)CCC4)n2CC2CCCO2)cc1 (centres undefined),16%,2%,-4%,7%,14%,-3%[10 µM],1%
S=C(NCCN1CCOCC1)Nc1ccc(-c2nc3ccccc3[nH]2)cc1,6%,0%,3%,-5%,?,-62%[inhibitor],5%
Cc1ccc(C(=O)Nc2nnc(-c3ccco3)o2)cc1C,11%,2%,2%,0%,-23%,2%[10 µM],2%
N#Cc1c(Nc2ccccc2)sc(C(=O)c2ccc(F)cc2)c1N,-7%,-8%,1%,20%,11%,nt,-3%
COc1cc2cc(C)nc(Cc3cccc4ccccc34)c2cc1OC,10%,3%,4%[15.4 µM],12%[38.3 µM],0%,-64%[inhibitor],4%
CCN1/C(=C2\C(=O)N(C)C(=S)N2C)C=Cc2cc(OC)ccc21,-6%,4%,5%,43%[activator],3%,33%[10 µM],?
Cc1ccc(C2NC(=S)NC3=C2N2CCC3CC2)cc1 (centres undefined),10%,-4%,10%,-15%[38.3 µM],7%,-11%,3%
CCOC(=O)c1ccc(NC(=S)NCCC2=CCCCC2)cc1,-1%,-4%,5%,17%,-5%,-2%[10 µM],-18%
COc1cccc(C(C(=O)NC2CCCC2)N(Cc2ccccc2OC)C(=O)c2ccco2)c1 (centres undefined),1%,1%,1%,27%,-4%,6%[10 µM],3%
Cc1cccc(OCCn2nc(C(=O)O)c3ccccc3c2=O)c1,-6%,2%,-6%,41%[activator][38.3 µM],15%,-8%,-10%
CCOC(=O)Nc1cc(C)c(Cl)cc1OC,-7%,-1%,6%,9%[38.3 µM],17%,5%,2%
COc1cccc(OCC(=O)NNC(=O)c2ccc(-c3ccccc3)cc2)c1,5%,3%,?,-16%[38.3 µM],-5%,-18%,10%
CC1(C)CC(=NOC(=O)c2ccccc2)CC(C)(C)N1O,-7%,1%,-2%,-8%,10%,42%[10 µM],-2%
Cc1nn(CC2CC2)c(=O)n1-c1cccc(Cl)c1,5%,nt,-3%,-6%,25%,-6%,4%
COc1cc(OC)c2c(-c3ccccc3)cc(=O)oc2c1C(CCN1CCOCC1)c1ccc(N(C)C)cc1 (centres undefined),4%,-1%,nt,-3%,nt,-53%[inhibitor][40.3 µM],nt
CCOC(=O)c1ccc(-n2ccnc2)c(NC(=O)c2ccc(Cl)cc2)c1,10%,2%,5%,1%,1%,nt,5%
FC(F)(F)c1cccc(NC(=S)N(CCCN2CCCC2)Cc2cccn2Cc2ccc(Cl)cc2)c1,-3%,-1%,-10%,13%,?,-150%[inhibitor],-11%
NC(=O)CC(NC(=O)Cc1cccc2ccccc12)c1ccc(N2CCN(c3ccc(F)cc3)CC2)c([N+](=O)[O-])c1 (centres undefined),-1%,8%,nt,nt,29%[9.22 µM],21%[10 µM],4%
COc1cccc(CS(=O)(=O)c2nnnn2C2CCCCC2)c1,-4%,-9%,nt,-4%,nt,21%,nt
CCOc1ccc(NC(=O)[C@@H](NC(=O)c2ccccc2)[C@@H](C)CC)cc1,-43%,-2%,3%,-2%[38.3 µM],14%[9.22 µM],4%,3%
C/C(=N\Nc1nc(-c2ccccc2O)nc2ccccc12)c1ccccc1,5%,0%,-8%,7%,-3%[9.22 µM],1%[10 µM],8%

# Compound activity deposited in PubChem by National Center for Advancing Translational Sciences (NCATS).

# Only part of the results is shown (hit frequency here may not be typical).
